Screens as filed in PubChem.
IMPase Li cell: qHTS Assay for Identifying the Cell-Membrane Permeable IMPase Inhibitors: Potentiation with Lithium; CHO-M1 cells, IP1 TR-FRET (IP-One), carbachol + lithium; Potency, µM (top dose mostly 59.4 µM), without a hit: at the top dose activity, negative = IMPase inhibition, hits mostly inhibitors; hit rate 0.35% among 210,000; AID 1457, 2008;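 note: IP1 builds up when IMPase is blocked and the TR-FRET signal falls; plate controls were basal vehicle for no effect and high inhibitor control for full effect; nearly all actives have a fitted effect of over 50% in size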
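IP1 accumulation measured by competitive TR-FRET in lysed CHO-M1 cells after 30 min compound exposure at 37C, with a small lithium addition to potentiate weak responses. Hill-equation AC50 from ratio and donor-channel data.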
GAA inh: qHTS Assay for Inhibitors of Human alpha-Glucosidase as a Potential Chaperone Treatment of Pompe Disease | Potency, µM (series often up to 76.9 µM), for the others: at the top dose activity change, negative = inhibition, most hits filed as inhibitors | Lysosomal alpha-glucosidase (Homo sapiens), P10253 | hit rate 0.005% among 200,000 | AID 1466, 2008 | purified human GAA, 4-MU-alpha-glucoside fluorescence;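 note: plate controls were uninhibited enzyme wells for no effect and no-enzyme background for full effect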
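Compounds are titrated up to 77 uM against 4 nM human enzyme. Substrate 4-methylumbelliferyl-alpha-D-pyranoside (400 uM) reacts 20 min at room temperature in pH 5.0 buffer; liberated 4-methylumbelliferone is read at 440 nm.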
HTT cytoprotect: qHTS Multiplex Assay to Identify Dual Action Probes in a Cell Model of Huntington: Cytoprotection (ATP); PC12 HTT-Q103 induced, cytoprotection, ATP luminescence, 40 h; Potency, µM (highest dose often 56.4 µM), without a hit: cytoprotection (ATP increase), most hits filed as activators; AID 1471, 2008; hit rate 0.14% among 230,000;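 note: % of control where 0% means no effect; nearly all actives have a fitted effect of over 45% in size; toxic huntingtin expression switched on by the ecdysone agonist tebufenozide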
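Quantitative HTS on tebufenozide-induced (100 nM) PC12 cells expressing HTTQ103 exon 1–GFP; compounds tested as a concentration series; survival measured via cellular ATP.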
HTT aggregate: qHTS Multiplex Assay to Identify Dual Action Probes in a Cell Model of Huntington: Aggregate Formation (GFP); hit rate 1.1% among 220,000; PC12 HttQ103-GFP aggregates, Acumen cytometry, 40 h; Potency, µM (series often up to 46.1 µM), inactives show at the top dose activity change, negative = inhibition, usual class: inhibitors; note: % is set by controls: 0 for no effect and ±100 for the full control effect; nearly all actives have a fitted effect of over 60% in size
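PC12 cells stably carrying ecdysone-inducible HTT exon 1 Q103–GFP were induced with tebufenozide (100 nM final) and treated with library compounds in titration. GFP aggregates in lysates were counted by laser scanning cytometry.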
GAA glycogen: qHTS Assay for Inhibitors and Activators of Human alpha-Glucosidase Cleavage of Glycogen; AID 2100, 2009; hit rate 0.38% among 300,000; recombinant GAA, glycogen substrate, Amplex Red glucose oxidase fluorescence; Potency, µM (doses to about 76.4 µM), for inactives: top-dose activity change, negative = inhibition, hits mostly inhibitors;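 note: 0% = full enzyme reaction and -100% = no-enzyme basal signal; the screen sought inhibitors and activators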
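Recombinant human alpha-glucosidase (4 nM final) hydrolysed bovine liver glycogen (30 ug) for 40 min at 37 C in pH 5.0 citrate/phosphate with 0.01% Tween-20. Released glucose detected by glucose oxidase/Amplex Red, Ex 573/Em 610 nm. Compounds up to 77 uM; AC50 from Hill fits.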
RGS12 GoLoco inh: qHTS Assay for Inhibitors of RGS12 GoLoco Motif Activity (Red Fluorophore) | Guanine nucleotide-binding protein G(i) subunit alpha-1 (Homo sapiens), P63096 | Gai1:RGS12 GoLoco peptide FP, rhodamine, 10 min | Potency, µM (titrated, usually from 61.6 µM), inactives show top-dose activity, negative = inhibition, actives largely listed as inhibitors | hit rate 0.44% among 230,000 | AID 880, 2007; active = well fitted inhibition curve with a large enough effect, not every such curve was filed as active; inactive = no such curve, though single readings can be large or run the other way; note: % is set by controls: 0 for no effect and ±100 for the full control effect; nearly all actives have a fitted effect of over 30% in size; many of its hits are not listed in these tables
Target sequence (P63096 whole entry, looked up): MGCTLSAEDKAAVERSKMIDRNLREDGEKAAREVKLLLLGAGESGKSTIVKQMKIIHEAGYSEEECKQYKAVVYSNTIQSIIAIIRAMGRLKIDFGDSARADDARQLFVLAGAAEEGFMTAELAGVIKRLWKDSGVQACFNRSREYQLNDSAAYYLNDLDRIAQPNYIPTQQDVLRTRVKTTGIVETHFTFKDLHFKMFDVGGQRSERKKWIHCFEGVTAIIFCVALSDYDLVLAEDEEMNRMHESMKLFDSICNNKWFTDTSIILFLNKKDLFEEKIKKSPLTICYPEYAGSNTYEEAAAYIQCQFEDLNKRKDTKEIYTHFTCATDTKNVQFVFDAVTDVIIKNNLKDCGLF
aGlu spleen mod: qHTS Assay for Inhibitors and Activators of Human alpha-Glucosidase From Spleen Homogenate; Potency, µM (series often up to 79.9 µM), without a hit: at the top dose activity change, negative = inhibition, hits mostly inhibitors; human spleen homogenate, 4-MU-alpha-glucoside fluorescence; hit rate 0.006% among 240,000;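 note: 0% = enzyme with vehicle and -100% = no enzyme basal signal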
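Compounds were titrated against alpha-glucosidase in spleen homogenate at pH 5.0, with 1 mM 4-methylumbelliferyl substrate for 40 min at 37 C. Reactions were quenched with pH 10 NaOH/glycine and fluorescence measured.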
* hit, by the source's call; ? = inconclusive; · = no result given; [ ] = remark or other dose. Unless noted, calls come from the whole dose curve; as a rule, active = well fitted curve in the direction sought with a large enough effect; inconclusive = small, poorly fitted or top-dose-only effect, or another doubt; inactive = no such curve, though single readings can be large; an effect the other way counts as inactive or inconclusive. Potency is the fitted concentration of half-maximal effect.

Values run as follows: IMPase Li cell	GAA inh	HTT cytoprotect	HTT aggregate	GAA glycogen	RGS12 GoLoco inh	aGlu spleen mod
O=C(NC1CCCCC1)C(c1cccs1)N(C(=O)C(F)(F)F)c1ccccc1 (configuration not stated)
→ 12%[38.3 µM]	14%	-19%	-7%	5%	6%	6%
Cc1cc2n(n1)C(c1c[nH]c3ccccc13)Nc1ccccc1-2 (configuration not stated)
→ 2%	2%	-2%[10 µM]	-4%	-12%	11%	-3%
COc1ccc(Cc2nnc(NC(=O)c3c(-c4ccccc4)noc3C)s2)cc1
→ 37%[38.3 µM]	-1%	-5%	-16%	-3%	7%	3%
c1nc(NC2CCCCC2)c2[nH]cnc2n1
→ -4%[38.3 µM]	0%	8%[10 µM]	?	5%	5%	4%
CCCOc1ccc2oc(=O)c3c(c2c1)CCCN3C(=O)CN1CCN(c2ncccn2)CC1
→ ·	2%	20%	23%	-19%	·	1%
CCCCn1nnc(NC(=O)CCC)n1
→ 40%[activator][38.3 µM]	7%	6%	-12%	5%	-1%	-2%
Clc1ccc2oc(-c3ccccc3)cc(=NCCCN3CCOCC3)c2c1
→ 5%	-2%	-83%[inhibitor]	?	-15%	-2%	-1%
Cc1ccc(NC(=O)Nc2ccc(Cl)cc2)c(Br)c1
→ 3%	9%	-19%[0.074 µM]	-17%	11%	13%	-9%
CCN(CC)S(=O)(=O)c1ccc(C(=O)OCC(=O)Nc2sc3c(c2C#N)CCCCC3)cc1
→ -2%	-3%	·	4%	8%	20%	-2%
O=c1cnnc(N/N=C/c2c[nH]c3ccccc23)[nH]1
→ -13%	5%	-46%[inhibitor]	-20%	?	4%	1%
O=C(Nc1ccc(N2CCCCC2)c(C(=O)O)c1)c1ccco1
→ 33%[38.3 µM]	-3%	-8%	-21%	-16%	-11%	1%
CCOc1cc(/C=N/NC(N)=O)cc(Br)c1OCc1ccccc1F
→ 1%	-5%	6%[10 µM]	19%	1%	6%	3%
CC(C)CCNC(=S)Nc1ccccn1
→ 9%	-7%	?	0%	-13%	-4%	4%
CCn1c(Cc2ccccc2)nnc1SCC(=O)Nc1ccccc1N1CCOCC1
→ 11%	0%	-6%[10 µM]	?	-2%	3%	-6%
COc1ccc(CNC(=O)C(=O)NCCCn2ccnc2)cc1
→ 4%	5%	-7%[10 µM]	-19%[9.22 µM]	8%	4%	-5%

(next part)
Values run as follows: IMPase Li cell	GAA inh	HTT cytoprotect	HTT aggregate	GAA glycogen	RGS12 GoLoco inh	aGlu spleen mod
Cc1ccccc1NC(=O)Cc1nc(CSc2nnc(-c3ccc4c(c3)OCO4)o2)cs1
→ 1%[38.3 µM]	-6%	-12%	10%	2%	5%	0%
NC(=S)Cc1nc2n(n1)Cc1ccccc1-2
→ 5%[38.3 µM]	-1%	-4%	1%	-2%	-2%	2%
O=c1[nH]c2ccc(Cl)cc2c(-c2ccccc2)c1N1CCOCC1
→ 20%[38.3 µM]	4%	4%[10 µM]	-1%	3%	7%	-6%
CCN(/N=C/C=C/c1ccccc1)c1cc(=O)n(C)c(=O)[nH]1
→ 0%	-11%	-5%[10 µM]	1%	-1%	-1%	-3%
COc1ccccc1N(C)S(=O)(=O)c1ccc(C(=O)Nc2ccc(N3CCOCC3)cc2)cc1
→ 2%	5%	2%	12%	-5%	8%	-7%
CCOC(=O)c1sc(NC(=O)CSc2nc(-c3ccco3)cc(C(F)(F)F)n2)c(C(=O)OC)c1C
→ -4%[38.3 µM]	7%	15%	12%	1%	7%	-15%
CCS(=O)(=O)c1ccc2c(c1)N(S(=O)(=O)c1ccc(C)cc1)CC(C(=O)O)O2 (configuration not stated)
→ -2%	1%	0%	17%[9.22 µM]	8%	-5%	6%
Cc1ccc(NS(=O)(=O)c2ccc(OCC(=O)NCc3ccco3)cc2)cc1
→ 9%[38.3 µM]	1%	-13%[0.074 µM]	2%	-4%	4%	-2%
Cc1ccc2ncccc2c1N
→ 6%	2%	1%	-16%	10%	0%	-1%
CNC(=O)NC(=S)NC(=O)c1cccc(Cl)c1
→ -1%	7%	-51%[inhibitor][1.9 µM]	13%[9.22 µM]	16%	15%	-1%
Cc1nnc(NC(=O)CCC(=O)NCc2ccco2)s1
→ -5%[38.3 µM]	-2%	-3%	12%	11%	0%	-6%
COCCN(CC(=O)NC1CCCCC1)C(=O)/C=C/C(=O)c1ccc(OC)cc1O
→ 9%	-4%	?	?	-2%	19%	-5%
COc1ccccc1N1CCN(C(=O)Cn2nnc(-c3ccncc3)n2)CC1
→ -5%[38.3 µM]	-6%	-4%	-3%	-5%	9%	5%
COC(=O)c1ccnc(/C=N/O)c1
→ 7%	-2%	4%[10 µM]	-12%	1%	-10%	5%
CCC(C)N(C(=O)c1csnn1)C(C(=O)NC(C)(C)C)c1ccccc1 (configuration not stated)
→ 10%[38.3 µM]	1%	-5%	3%	0%	1%	-7%

(listing goes on)
Values run as follows: IMPase Li cell	GAA inh	HTT cytoprotect	HTT aggregate	GAA glycogen	RGS12 GoLoco inh	aGlu spleen mod
C/C(=N\NC(N)=S)C12CC3CC(CC(C3)C1)C2
→ 24%[38.3 µM]	-2%	3.2µM*	-9%	-3%	-1%	0%
N#Cc1ccc(CN2CCC3(CC2)CCN(C(=O)c2cc(C(F)(F)F)cc(C(F)(F)F)c2)CC3)cc1
→ 7%	·	-5%	·	·	7%	3%
CCCS(=O)(=O)c1c(S(=O)(=O)CCC)c2c(N)cccn2c1C(=O)c1ccccc1
→ 19%[38.3 µM]	-1%	-24%	-5%	-3%	5%	2%
Cc1onc(-c2c(F)cccc2Cl)c1C(=O)ONC(=O)c1ccccc1
→ ·	6%	-10%[10 µM]	-16%[9.22 µM]	-14%	-5%	-4%
CC1=NNC(=O)C1CCC(=O)N/N=C(/C)c1ccc([N+](=O)[O-])cc1 (configuration not stated)
→ -4%	1%	12%[10 µM]	8%	-4%	3%	-14%
CC(C)(C)OC(=O)N1CCC[C@H]1c1nnc(SC/C=C/c2ccccc2)o1
→ ·	-17%	12%[0.074 µM]	-13%	-10%	·	-4%
CCS(=O)(=O)c1nc2ccccc2n1CC(=O)N1CCCCC1
→ 4%	1%	-7%[10 µM]	10%	-2%	-7%	-7%
Brc1ccc2c(c1)C(C1=NCCN1)c1ccccc1CS2 (configuration not stated)
→ 9%	4%	·	-12%	6%	-1%	-16%
Cc1onc(-c2ccccc2)c1NC(=O)N(CCC(=O)O)Cc1ccccc1
→ ·	3%	12%[10 µM]	3%[9.22 µM]	-5%	10%	-9%
Cc1ncn2cc(-c3ccc(Cl)cc3Cl)[nH]c(=O)c12
→ ·	·	-14%[10 µM]	-42%[9.22 µM]	7%	21%	-2%
CCOc1ccc(S(=O)(=O)N(C)c2ccc(OCC(=O)N3c4ccc(C)cc4C4CN(C)CCC43)cc2)cc1 (configuration not stated)
→ 14%	-7%	-32%	-3%	3%	4%	-2%
CCOC(=O)C1(CCOc2ccccc2)CCN(Cc2nccn2CC)CC1
→ 18%	·	4%[10 µM]	-9%[9.22 µM]	3%	-3%	2%
O=C(CN1CCCC1)Nc1ccccc1Sc1ccc(Cl)cc1
→ 16%	-12%	12%	-8%	0%	-28%	0%
CCOC(=O)C1CCN(Cc2ccc(F)c(F)c2)CC1
→ 27%[38.3 µM]	-7%	2%	-8%	-10%	-6%	1%
CC1CN(S(=O)(=O)c2cccc(C(=O)Nc3ccc4c(c3)CCC4)c2)CC(C)O1 (configuration not stated)
→ 6%	-6%	10%[10 µM]	-29%	-7%	39%[activator]	6%

Other entries:
Values run as follows: IMPase Li cell	GAA inh	HTT cytoprotect	HTT aggregate	GAA glycogen	RGS12 GoLoco inh	aGlu spleen mod
Cc1ccc(C(=O)N/C(=C/c2cn(-c3ccccc3)nc2-c2ccccc2)C(=O)O)cc1
→ 1%	-1%	-19%	-5%	-3%	0%	8%
Cc1nc2ccccc2n1CC(O)COCC1CC=CCC1 (configuration not stated)
→ 34%[activator][38.3 µM]	-13%	0%	?	2%	5%	-10%
CCOc1ccc2nc(NC(=O)CSc3ccc(Cl)cc3)sc2c1
→ 35%[38.3 µM]	-16%	-29%	6%	-7%	-1%	-1%
CCN(Cc1ccncc1)C(=O)c1cccs1
→ -13%[38.3 µM]	-7%	-3%[10 µM]	2%	3%	-2%	2%
COc1ccc(N2CCN(C(=O)c3ccc(C)c(Cl)c3)CC2)cc1
→ -3%[38.3 µM]	-1%	5%[0.074 µM]	11%	-5%	-5%	-3%
c1ccc(-c2cc(-c3ccccc3)on2)cc1
→ ·	-4%	-18%[10 µM]	-20%[9.22 µM]	7%	-2%	-1%
CC(C)N(CC(N)=O)C(=O)Cc1coc2cc3c(cc12)CCC3
→ -1%	-12%	13%[10 µM]	16%	-9%	7%	-3%
CC(CN1CCCCC1)OC(=O)c1ccc2c(c1)OCO2 (configuration not stated)
→ -4%	0%	15%[10 µM]	14%	2%	4%	-9%
CSCCC(NC(=O)c1ccccc1)C(=O)Nc1ccc(C)cc1 (configuration not stated)
→ 3%	1%	28%[10 µM]	14%	3%	-9%	-2%
CC(C)n1c(C(F)(F)F)nc2cc(C(=O)N3CCCCC3)ccc21
→ ·	·	24%[10 µM]	-12%[9.22 µM]	6%	1%	-2%
O=C(Nc1sc(-c2ccccc2)cc1C(=O)O)c1ccccc1
→ ·	·	20%[10 µM]	16%[9.22 µM]	-3%	9%	0%
CCOC(=O)C1(Cc2cccc(OC)c2)CCN(Cc2cnc(SC)nc2)CC1
→ 4%	-7%	-48%[inhibitor]	-4%	3%	7%	-7%

Two compounds picked at random from the list so far:
Values run as follows: IMPase Li cell	GAA inh	HTT cytoprotect	HTT aggregate	GAA glycogen	RGS12 GoLoco inh	aGlu spleen mod
COc1ccccc1N1CCN(C(=O)Cn2nnc(-c3ccncc3)n2)CC1
→ -5%[38.3 µM]	-6%	-4%	-3%	-5%	9%	5%
Cc1ncn2cc(-c3ccc(Cl)cc3Cl)[nH]c(=O)c12
→ ·	·	-14%[10 µM]	-42%[9.22 µM]	7%	21%	-2%

Some of the compounds tested; count on the stated rates, not on these rows.
